# phage Ecoli inh: E. coli growth loss with phage present | growth absorbance | inhibition, % at 11.9 µM | 360,000 tested, 0.26% active | AID 651602; in the data active = inhibition above about 11%
# SUMO Mot1 rescue: blocks SUMOylation pathway, rescuing yeast Mot1-301 growth | 320,000 tested, 1% active | S. cerevisiae Mot1-301 growth rescue, ATP luminescence, 38.5C; percent above DMSO median, 100 means doubled | AID 2716 | growth rescue, % at 18.8 µM;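 active = every valid replicate shows activation above 250% relative to neutral control wells; inactive = the rest, any valid replicate at or below 250%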;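 also: OY570 slx delta 5 strain wells were the positive control but not used for scaling; some compounds called inactive have numbers as strong as hits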
# HTR5A inv ag: counter-screen for OPRM1-OPRD1 inverse agonists: human HTR5A inverse agonism; P47898; HTR5A cell line, luminescence; inhibition, % at 9.3 µM; 340,000 tested, 0.083% active; AID 504634; in the data active = inhibition mostly above about 23%, no sharp cut-off; inactive = mostly below about 18%;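 also: 0% = cells with DMSO and 100% = no-cell wells with DMSO; some compounds called inactive have numbers as strong as hits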
# MOR-DOR ag: OPRM1-OPRD1 heterodimerization agonism; P35372+P41143; cells, luminescence; 340,000 tested, 0.3% active; activation, % at 9.3 µM; in the data active = activation above about 18%;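 also: 0% = vehicle-treated cells and 100% = reference agonist; values of inactives mirror those of a sister screen read the other way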
# Target sequence (P35372 whole entry, looked up): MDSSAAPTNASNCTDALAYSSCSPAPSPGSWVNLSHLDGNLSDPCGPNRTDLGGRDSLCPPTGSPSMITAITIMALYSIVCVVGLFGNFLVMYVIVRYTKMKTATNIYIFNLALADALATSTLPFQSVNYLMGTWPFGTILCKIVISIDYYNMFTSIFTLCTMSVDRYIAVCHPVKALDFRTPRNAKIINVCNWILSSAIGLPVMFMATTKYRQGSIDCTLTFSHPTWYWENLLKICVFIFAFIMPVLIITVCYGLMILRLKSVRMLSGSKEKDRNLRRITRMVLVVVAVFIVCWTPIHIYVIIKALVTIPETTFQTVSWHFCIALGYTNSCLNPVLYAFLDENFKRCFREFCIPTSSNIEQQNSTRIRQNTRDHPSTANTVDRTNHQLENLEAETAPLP
# Target sequence (P41143 whole entry, looked up): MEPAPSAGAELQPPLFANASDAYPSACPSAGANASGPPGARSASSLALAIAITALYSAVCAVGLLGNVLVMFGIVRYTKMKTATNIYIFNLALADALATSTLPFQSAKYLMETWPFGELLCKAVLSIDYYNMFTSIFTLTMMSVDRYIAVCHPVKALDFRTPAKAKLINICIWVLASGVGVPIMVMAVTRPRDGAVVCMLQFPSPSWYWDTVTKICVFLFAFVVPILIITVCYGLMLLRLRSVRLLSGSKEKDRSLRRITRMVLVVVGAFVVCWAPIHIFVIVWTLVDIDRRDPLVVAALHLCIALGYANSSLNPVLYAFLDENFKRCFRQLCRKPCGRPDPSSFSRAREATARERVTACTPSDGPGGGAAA
# Ecoli viability: reduces bacterial viability in AddAB counter-screen; E. coli V3065 growth, OD600 absorbance, 18 h; inhibition, % at 11.9 µM; 330,000 tested, 0.27% active; AID 449728;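 active = inhibition above the campaign's mean inhibition across all tested compounds plus 3 SD, cut at about 9.9% in these data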;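 also: uninfected addAB+ strain grown without phage in ampicillin broth; 0% = DMSO wells and 100% = ciprofloxacin 0.95 µg/ml wells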
# DSG3 Ab inh: human desmoglein-3 autoantibody binding inhibition | DSG3-coupled beads, scFv-anti-DSG3-GFP binding, flow cytometry; active compounds read low | binding (percent of control), % at 10 µM | 310,000 tested, 0.48% active | AID 588358;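 active = binding more than 3 SD below its plate's average and above zero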;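 also: hits lower antibody fragment binding to DSG3; some compounds called inactive have numbers as strong as hits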
# OPRM1-OPRD1 inv: inverse agonists of human mu-delta opioid receptor heterodimerization | cell-based MOR-DOR heterodimer luminescence, inverse agonism | 340,000 tested, 0.21% active | inhibition, % at 9.3 µM | P35372+P41143; in the data active = inhibition above about 22%, passing the limit was not always enough;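 also: 0% = cells with DMSO and 100% = wells without cells with DMSO; values of inactives mirror those of a sister screen read the other way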
# PKA-R1A act: activators of PKA-R1A complex; PKA-R1A dissociation, Cy5-IP20 fluorescence polarization; scaled: DMSO 0%, 113 µM cGMP 100%; P00514+P68181; AID 504707; 340,000 tested, 0.083% active; activation, % at 11.4 µM;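 active = percent activation above the mean of all tested compounds plus 3 SD, cut at about 19% in these data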;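 also: higher means more PKAc released from R1A so a rise in polarization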
# AddAB inh: less growth of phage-infected E. coli with AddAB. E. coli expressing H. pylori AddAB, absorbance growth. inhibition, % at 11.9 µM. 330,000 tested, 0.29% active. AID 435030; in the data active = inhibition above about 12%;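 also: 0% = vehicle wells of infected cells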
# PfHsp90 set2: growth inhibition of yeast expressing Plasmodium Hsp90; S. cerevisiae expressing PfHsp90, BacTiter-Glo ATP, 48 h; yeast lacking PDR1 and PDR3 efflux regulators; inhibition, % at 9.4 µM; 310,000 tested, 0.32% active; AID 504621;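 active = every replicate shows inhibition above about 80%, whatever the replicate mean, limit read from the data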;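 also: 0% = DMSO neutral controls and 100% = 20 µM radicicol positive controls; yeast relying on Plasmodium falciparum Hsp90 in place of its own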
# HTR5A ag: counter-screen for OPRM1-OPRD1 agonists: human HTR5A agonism; HTR5A agonist assay, luminescence, cell-based; activation, % at 9.3 µM; 340,000 tested, 0.61% active; in the data active = activation mostly above about 9.5%, no sharp cut-off; inactive = mostly below about 7.6%;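 also: 0% = cells with vehicle only and 100% = reference agonist; strong numbers were not always called active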
# The depositor's hits bear a star; . = no result given; & = joins results of further samples.
SMILES,phage Ecoli inh,SUMO Mot1 rescue,HTR5A inv ag,MOR-DOR ag,Ecoli viability,DSG3 Ab inh,OPRM1-OPRD1 inv,PKA-R1A act,AddAB inh,PfHsp90 set2,HTR5A ag
O=[N+]([O-])c1ccc(C(O)CN2CCN(Cc3ccccc3)CC2)cc1 (stereo not given),0.9,-1,7,-0.7,-0.9,98,3,2,-0.1,-3,-2
COC(=O)c1cccnc1NC(=S)NC(C)C,2.3,279,9,-3.0,0.3,113,14,-1,0.8,.,-4
CCOc1nc(C)cc(C)c1S(=O)(=O)c1ccc(Cl)cc1,2.1,-4,12,0.8,-1.3,85,-4,-2,-1.3,5,5
Nc1oc2ccccc2c(=O)c1C=O,-2.5,-4,9,-2.6,1.0,113,14,-5,4.0,3,-4
Cc1ccc2oc(C(=O)NCCC3CCCCO3)c(C)c2c1 (stereo not given),-0.7,15,8,0.1,.,106,-1,4,.,-17,2
CC(C)N1CCC(N2CCN(Cc3ccc(-c4ccc(Cl)cc4)o3)CC2CCO)CC1 (stereo not given),2.8,1,21,0.8,-0.4,112,-4,2,0.0,.,6
Cn1c(SCc2n[nH]c(=S)n2-c2ccccc2)nnc1-c1ccccc1,3.9,-10,8,-0.1,1.1,104,1,6,1.0,-11,4
CC(Oc1ccc2c(c1)oc(=O)c1ccccc12)C(=O)NCC1CCC(C(=O)O)CC1 (stereo not given),1.7,-1,8,-3.1,-0.8,.,16,0,3.5,6,9
CCn1c(COc2ccc(=O)n(-c3ccccc3)n2)nnc1SCc1ccc(C)cc1,2.6,-9,12,-3.2,0.5,102,16,-3,-2.5,16,3
COc1ccc(N2CC(NC(=O)N(C)CCC#N)CC2=O)cc1 (stereo not given),-0.8,6,-29,-1.6,-0.4,100,9,8,0.2,3,2
O=C1[C@H]2[C@@H](c3ccc(F)cc3)N3C(=O)N(c4cccc(Br)c4)C(=O)[C@@]3(Cc3ccccc3)[C@H]2C(=O)N1C1CCCCC1,2.5,-3,10,0.8,-1.0,94,-4,2,3.3,-9,-2
CC1Cc2ccccc2N1S(=O)(=O)c1cccc(C(=O)NNC(=O)c2ccccc2F)c1 (stereo not given),3.9,8,6,3.0,0.0,.,-13,-10,-0.6,-8,-2
COC(=O)c1sc2nc(-c3ccccc3)c3c(c2c1N)CCCC3,1.7,-1,0,-1.7,-2.2,92,9,-15,0.5,-4,1
CC(C)C[C@H](NC(=O)OC(C)(C)C)c1nnc(SCc2cccc(F)c2)o1,3.4,-12,-13,5.4,2.1,.,-27,1,-1.0,-7,4
COc1ccc(OCCNC(=O)/C=C/c2ccc([N+](=O)[O-])cc2)cc1,4.1,-7,-4,0.8,-3.4,111,-5,3,2.3,6,-2
O=C(Nc1ccc(S(=O)(=O)NC2CCCCC2)cc1)c1ccc(Br)o1,2.6,-2,12,8.2,-2.0,107,-46,7,2.3,-15,2
CN(C)C(=O)CSc1nnc2sc3ccccc3n12,2.1,6,3,-2.5,-1.3,.,11,13,2.0,-5,4
O=C(C1CC1)N1CCc2cc(S(=O)(=O)NCCCN3CCCCC3)ccc21,0.4,-8,-4,-1.2,1.4,99,6,7,-0.4,-5,4
Cc1nn(-c2cc(N3CCOCC3)ccc2N)c(=O)c2ccccc12,2.4,-20,-26,-2.3,-1.5,.,13,-4,0.7,.,10
Oc1ccc(/C=N/N2CCN(c3ccccn3)CC2)cc1,1.8,200,26,-0.8,-1.5,97,4,-2,2.1,21,-5
CCN(Cc1nc2cc(Cl)ccc2c(=O)[nH]1)C(=O)c1nn(C)c(=O)c2ccccc12,0.3,-1,7,1.0,1.1,100,-4,-1,-0.2,.,4
COC(=O)c1ccc(Cn2cnc3c(cnn3-c3ccc(Cl)cc3)c2=O)o1,2.5,-17,6,1.1,-3.9,101,-8,-8,-0.7,12,-2
COc1ccccc1C(O)(C(=O)NN(C)c1ccccc1)c1ccccc1OC,1.9,-7,-1,-2.5,0.7,97,13,-4,2.4,-4,0
COc1ccc(N2CC(C(=O)Nc3cc(C)on3)CC2=O)cc1 (stereo not given),2.4,4,3,-0.2,-0.4,107,1,-1,-0.4,2,-5
Oc1ccc(C[C@H]2CNCCN2CCc2cc(C(F)(F)F)cc(C(F)(F)F)c2)cc1,2.3,-18,-12,5.7,-1.3,98,-31,5,2.9,-2,-7
Cn1c2ccccc2c2ncn(Cc3ccco3)c(=O)c21,2.8,-10,-3,-2.8,0.1,107,15,5,1.4,14,1
O=C(c1ccccc1)c1ccc(N2CCN(C(=O)c3cccc(F)c3F)CC2)c(F)c1,1.7,-6,10,3.1,-2.0,108,-17,8,1.1,0,7
COc1ccccc1N1CCN(C2CC(=O)N(c3cccc(Br)c3)C2=O)CC1 (stereo not given),0.5,138,6,0.4,.,105,-2,0,.,-18,-2
CC1COC2C(O1)N(S(C)(=O)=O)CCN2S(C)(=O)=O (stereo not given),2.9,-1,-14,-1.9,-1.8,101,10,11,-1.4,-9,-1
COCCCNc1nc2c(-c3cccc(C(F)(F)F)c3)nnn2c2ccccc12,3.3,307,2,-0.6,-1.1,102,3,-3,0.3,-34,-1
COc1ccc(CNc2nc3ccccc3n2Cc2ccc(C)cc2)cc1OC,4.3,-9,6,-1.8,-1.8,104,10,-5,1.2,30,3
Cc1cc(C)c(C)c(OCCNCc2ccccc2)c1,1.3,2,4,1.2,-0.1,123,-6,-8,1.6,11,-1
CCOc1ccc(C2(C)CC(=O)N(C)C2=O)cc1 (stereo not given),3.5,-3,-3,-1.5,2.7,106,7,-8,1.8,21,1
COc1ccc2[nH]cc(CCNC(=O)C3CCCO3)c2c1 (stereo not given),2.8,-1,-139,-2.4,-1.0,116,11,-4,1.9,7,42*
O=C(NC(=S)Nc1ccc2[nH]c(=O)[nH]c2c1)c1ccccc1[N+](=O)[O-],1.4,-2,-3,-0.8,3.5,110,5,-8,2.0,-5,-3
CCN1CCN(C(=O)CS(=O)(=O)Cc2nc(-c3cccc(OC)c3)oc2C)CC1,4.0,-6,-8,-0.3,1.4,103,2,-6,1.9,1,-2
C/C(N)=C(/C#N)C(=O)CSc1nnc(Nc2cccc(C)c2C)s1,0.1&-0.2,41,-5&-19,-4.2&-3.3,1.2,122&102,20&17,-13&-5,3.3,10,1&4
O=C(N[C@@H](Cc1ccc(Br)cc1)C(=O)O)OCC1c2ccccc2-c2ccccc21,0.9,-18,-27,-1.7,1.9,103,9,2,4.1,-31,11
COc1ccc(S(=O)(=O)c2cnc3ccc(OC)cc3c2N2CCC3(CC2)OCCO3)cc1,1.1,-6,23,0.8,-1.0,97,-4,1,2.8,1,-7
Cc1ccccc1NC(=O)C(C)OC(=O)CNS(=O)(=O)c1ccc(C#N)cc1 (stereo not given),2.3,-11,-5,-4.1,2.7,100,21,-1,0.2,16,2
CCN(CC)CC#CC(O)(c1ccccc1)c1ccccc1,4.1,-7,11,-2.7,0.2,97,15,0,2.1,14,-4
CC(C)N(Cc1ccccc1)C(=O)COC(=O)c1ccc(O)cc1,-1.2,.,4,-1.9,-1.8,105,8,4,-2.0,8,-2
C=CCn1c(SCC(=O)Nc2ccc(C(=O)OCC)cc2)nnc1-c1cccs1,1.2,14,7,3.0,-2.3,90,-18,8,-1.5,26,4
Cc1ccc(NC(=O)CN(C)C(=O)c2ccc(Cl)c([N+](=O)[O-])c2)cc1,1.2,-4,6,-0.7,1.2,91,4,11,-0.3,-1,-5
CCS(=O)(=O)/N=C(\N)c1ccccc1,-0.2,-18,10,-1.5,1.1,87,8,-5,1.8,-36,-1
Cc1ccc(S(=O)(=O)NCC(=O)OC(C)C(=O)NC2CCCCC2C)cc1C (stereo not given),3.4,.,6,1.7,.,107,-11,-3,.,.,-2
CC(=O)Nc1ccc(NC(=O)c2c([N+](=O)[O-])c(C(C)(C)C)nn2C)cc1,2.4,-2,5,-1.0,-0.5,.,5,2,2.1,-15,-2
N=c1sccn1CC(=O)Nc1cccc(S(=O)(=O)N2CCCCCC2)c1,1.0,60,20,-0.5,0.9,102,3,-3,0.0,11,-7
O=C(NC(=S)Nc1ccccc1Br)C1CCC1,1.2,-1,31,0.8,-0.8,97,-4,-2,1.1,3,-1
CCOc1ccc(NC(=O)CN(C)C(=O)c2nc3nc(C)cc(C)n3n2)cc1OCC,2.8,-10,-2,-2.2,3.7,100,11,-4,1.6,-4,1
c1ccc(OCCOc2ncnc3ccccc23)cc1,3.9,-9,8,-0.6,-1.8,94,3,5,-0.4,-19,-2
CCN(C(=O)CN1CCCCC1)c1c(N)n(Cc2ccccc2)c(=O)[nH]c1=O,5.6,11,-11,-1.7,-0.3,103,9,-8,1.3,1,3
COC(=O)/C(C#N)=C/c1cc(C)sc1C,3.1,1,1,-1.5,0.5,.,7,1,2.3,11,0
CC(=O)Nc1cccc(C(=O)N/N=C/c2c[nH]c3ccccc23)c1,-0.2,-4,-5,-0.9,0.0,100,4,-7,-2.1,7,1
COc1ccc(/C=C/C(=O)c2ccccc2O)cc1,.,-39,-13,1.6,2.1,99,-9,-2,2.4,-37,4
Cc1ccc(C(C)NC(=O)/C(C#N)=C\c2c(C)[nH]c3ccccc23)cc1 (stereo not given),1.6,-2,-16,1.9,1.0,105,-10,3,-0.7,-2,4
COC(=O)c1ccc(C(=O)OC)c(NC(=S)N2CCN(c3ccccn3)CC2)c1,1.5,117,9,-1.1,0.2,107,6,6,1.5,.,-4
Cc1ccc(C(=O)ONc2ccc(N=O)cc2)cc1,1.4,695,12,-2.2,-1.6,109,11,-4,1.2,.,-6
COc1ccc(O)c(/C=N/N=C/c2cccc([N+](=O)[O-])c2)c1,2.9,78,1,0.6,-0.5,114,-3,-3,3.3,5,0
CC(C)C[C@H](NC(=O)c1[nH]cnc1C(=O)Nc1ccccc1)C(=O)OC(C)(C)C,0.8,-4,11,5.1,-0.2,103,-30,3,-0.4,-44,-1
CCCCNCCS(=O)(=O)NCc1ccccc1OC,0.4,.,0,0.9,.,102,-4,3,.,-16,0
CCOc1ccc(C(c2nnnn2Cc2ccccc2)N2CCN(C(=O)c3ccco3)CC2)cc1 (stereo not given),2.1,9,6,-3.0,1.1,100,15,-12,0.9,.,-3
Cc1ccccc1CS(=O)(=O)CCC(=O)NCCN1CCN(c2cccc(Cl)c2)CC1,2.0,-12,-30,0.2,0.3,112,-1,-15,3.2,-6,12

# Nothing new here: an excerpt of the list.
SMILES,phage Ecoli inh,SUMO Mot1 rescue,HTR5A inv ag,MOR-DOR ag,Ecoli viability,DSG3 Ab inh,OPRM1-OPRD1 inv,PKA-R1A act,AddAB inh,PfHsp90 set2,HTR5A ag
O=[N+]([O-])c1ccc(C(O)CN2CCN(Cc3ccccc3)CC2)cc1 (stereo not given),0.9,-1,7,-0.7,-0.9,98,3,2,-0.1,-3,-2
COC(=O)c1cccnc1NC(=S)NC(C)C,2.3,279,9,-3.0,0.3,113,14,-1,0.8,.,-4
CCOc1nc(C)cc(C)c1S(=O)(=O)c1ccc(Cl)cc1,2.1,-4,12,0.8,-1.3,85,-4,-2,-1.3,5,5
